Assay outcomes as filed in PubChem BioAssay.
MEX-5 binding = C. elegans MEX-5 TCR-2 RNA binding activity | Q9XUB2 | MEX-5/FITC-TCR2 RNA binding, fluorescence polarization; active compounds read low | activity score (negative = inhibition of binding), % at 10 µM | actives 0.38% (n = 300,000) | AID 1832;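 active = inhibition past about -25% in most replicates, and total fluorescence under double the plate's negative control median, limit read from the data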;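 also: 0% = DMSO and -100% = 5 µM competing unlabeled TCR2 RNA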
AHR act = human AHR activation; P35869; AHR-responsive luciferase reporter cells, luminescence; activation, % at 5 µM; actives 2.5% (n = 320,000); AID 2796; in the data active = activation above about 47%;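 also: 0% = vehicle wells and 100% = reference agonist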
pPAFAH inh = pPAFAH (human) enzyme inhibition. Q13093. recombinant pPAFAH, FP-rhodamine probe fluorescence polarization. inhibition, % at 3.39 µM. actives 1.5% (n = 330,000). AID 463082;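 active = inhibition above the mean inhibition across the screen plus 3 SD, cut at about 25% in these data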;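 also: inhibitors block binding of the rhodamine activity-based probe so polarization drops; 0% = enzyme with DMSO and 100% = wells lacking pPAFAH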
Target sequence (Q13093 whole entry, looked up): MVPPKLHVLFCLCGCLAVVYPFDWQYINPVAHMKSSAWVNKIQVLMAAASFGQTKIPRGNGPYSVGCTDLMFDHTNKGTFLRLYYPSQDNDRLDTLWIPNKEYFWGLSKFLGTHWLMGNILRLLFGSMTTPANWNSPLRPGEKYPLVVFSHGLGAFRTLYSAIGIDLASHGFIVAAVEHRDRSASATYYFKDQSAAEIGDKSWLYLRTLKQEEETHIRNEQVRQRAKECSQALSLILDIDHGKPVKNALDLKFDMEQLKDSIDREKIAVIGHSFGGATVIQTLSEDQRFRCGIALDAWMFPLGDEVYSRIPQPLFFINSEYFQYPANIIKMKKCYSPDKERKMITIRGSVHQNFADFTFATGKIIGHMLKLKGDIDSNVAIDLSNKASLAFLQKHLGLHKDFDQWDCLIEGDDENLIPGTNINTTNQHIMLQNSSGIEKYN
BCLXL inh = Bcl-xL (human) inhibition. actives 0.7% (n = 320,000). GST-Bcl-xL / FITC-Bim BH3 peptide fluorescence polarization. Q07817. inhibition, % at 10.9 µM. AID 2129;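 active = inhibition above the mean of all tested compounds plus 3 SD, cutoff set per campaign, cut at about 30% in these data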;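 also: 0% = DMSO wells and 100% = unlabeled Bim-BH3 peptide competitor; inhibitors lower millipolarization by displacing the labeled peptide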
Fam108B counter = Fam108B inhibition, counter-screen for RBBP9 inhibitors. recombinant Fam108B, FP-Rh probe fluorescence polarization. inhibition, % at 9.51 µM. actives 0.33% (n = 300,000);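 active = inhibition above the screen mean inhibition plus 3 SD, computed separately per campaign, cut at about 18% in these data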;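 also: inhibitors lower polarization as less probe binds the enzyme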
GLD-1 TGE inh = GLD-1-TGE RNA interaction inhibition (C. elegans); actives 0.44% (n = 320,000); purified GLD-1 + fluorescein TGE RNA, fluorescence polarization; Q17339; inhibition, % at 5.96 µM; AID 2280;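 active = percent inhibition above a per-plate cutoff, the plate mean of test compounds plus 3 SD, cut at about 30% in these data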;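 also: 0% = DMSO wells with GLD-1 and probe and 100% = wells lacking GLD-1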
PME-1 primary = blocks human protein phosphatase methylesterase 1; recombinant PME-1, FP-Rh probe fluorescence polarization; Q9Y570; AID 2130; actives 0.53% (n = 320,000); inhibition, % at 5.9 µM;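 active = inhibition above the campaign mean of all compounds plus 3 SD, cut at about 26% in these data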;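 also: competitive labeling of PME-1 active site by serine hydrolase directed probe; 0% = PME-1 with DMSO and 100% = wells lacking PME-1 enzyme; inhibitors block probe labeling so polarization falls and inhibition rises; many of its hits are not listed in these tables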
PAFAH1B2 inh = inhibitors of human PAFAH1B2. inhibition, % at 3.39 µM. AID 492953. recombinant PAFAH1B2, FP-rhodamine activity probe, fluorescence polarization. actives 1.2% (n = 340,000). P68402;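 active = inhibition above the mean of all tested compounds plus 3 SD, cut at about 24% in these data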;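 also: 0% = enzyme with DMSO and 100% = wells lacking PAFAH1B2; many of its hits are not listed in these tables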
Target sequence (P68402 whole entry, looked up): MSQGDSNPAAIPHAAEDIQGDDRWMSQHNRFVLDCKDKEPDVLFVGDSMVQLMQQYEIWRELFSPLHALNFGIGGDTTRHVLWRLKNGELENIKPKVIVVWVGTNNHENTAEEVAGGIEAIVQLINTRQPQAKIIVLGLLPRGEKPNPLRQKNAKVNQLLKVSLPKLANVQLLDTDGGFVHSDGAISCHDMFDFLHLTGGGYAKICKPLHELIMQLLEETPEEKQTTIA
MCL1-BIM inh = MCL1-BIM-BH3 interaction inhibition (human); GST-MCL1 / FITC-Bim-BH3 fluorescence polarization; inhibition, % at 10.9 µM; actives 0.68% (n = 320,000); AID 2057;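 active = inhibition above the mean inhibition of all tested compounds plus 3 SD, set per campaign, cut at about 40% in these data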;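 also: 0% = DMSO wells and 100% = unlabeled Bim-BH3 peptide control; higher means more loss of mP so more displacement of Bim peptide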
Target sequence (Q07820 whole entry, looked up): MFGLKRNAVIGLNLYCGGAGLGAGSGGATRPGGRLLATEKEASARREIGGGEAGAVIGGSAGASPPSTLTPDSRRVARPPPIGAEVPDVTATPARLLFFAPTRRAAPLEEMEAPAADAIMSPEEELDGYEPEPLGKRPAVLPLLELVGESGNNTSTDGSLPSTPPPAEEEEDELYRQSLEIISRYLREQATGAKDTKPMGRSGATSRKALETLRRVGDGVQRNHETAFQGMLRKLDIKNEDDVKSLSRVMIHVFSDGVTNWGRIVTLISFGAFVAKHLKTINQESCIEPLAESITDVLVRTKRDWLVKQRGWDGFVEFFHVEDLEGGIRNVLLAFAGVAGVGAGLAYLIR
The depositor's hits bear a star; / = not tested or not shown; & = joins results of further samples.

SMILES | MEX-5 binding | AHR act | pPAFAH inh | BCLXL inh | Fam108B counter | GLD-1 TGE inh | PME-1 primary | PAFAH1B2 inh | MCL1-BIM inh
COc1cc(/C=C/c2ccc3c(Br)cc(Br)c(O)c3n2)ccc1O | -2.6 | -1 | 34* | 3 | 4 | 3 | 23 | 6 | -1
CC12CCC(C(=O)N(CC(O)CN3CCCCC3)C1=O)C2(C)C (stereo not given) | -0.4 | -1 | 0 | 5 | 5 | 8 | -1 | -5 | 6
Cc1cccc(NC(=O)CSc2ccc(-c3ccco3)nn2)c1 | -4.7 | 0 | 5 | 8 | 0 | 0 | 6 | -1 | 11
Cn1cc(Br)c(-c2cccc(NC(=O)CCC(=O)O)c2)n1 | 2.0 | 1 | -1 | 5 | 2 | 3 | -2 | -3 | -1
CC1CCCCC1NS(=O)(=O)CCNC(=O)c1ccccc1 (stereo not given) | 1.8 | 2 | 6 | 1 | -1 | 6 | -2 | 8 | -1
CCn1nc(C)cc1C(=O)Sc1cccc(Cl)c1 | -0.6 | -1 | 4 | -8 | 3 | 4 | 3 | 11 | 0
O=C(CCCn1c(=S)[nH]c2cc3c(cc2c1=O)OCO3)N1CCN(c2ccc(F)cc2)CC1 | -0.5 | 3 | 8 | 4 | -1 | 2 | 7 | 4 | -6
CC(C)(C)NC(=O)CC(c1ccccc1)c1ccccc1O (stereo not given) | 0.0 | 1 | 7 | -1 | -3 | 9 | 2 | 5 | 0
NC(=O)c1sc(-c2ccsc2)cc1NS(=O)(=O)c1ccc(C(F)(F)F)cc1 | -1.2 | 5 | 15 | -4 | 4 | 4 | 3 | / | -6
COC(=O)[C@@H]1C[C@H]2CC[C@H](O)C[C@H]2N1Cc1ccc(Cl)cc1 | 3.1 | -1 | 7 | 6 | -2 | 5 | -4 | 5 | -4
CC(=O)N(C)c1nnc(-c2ccccn2)s1 | 0.2 | -1 | 2 | -1 | 1 | -2 | -1 | 4 | 0
CCN(CC)c1ccc(/C=N/N2CCN(Cc3ccc(C)cc3C)CC2)c(O)c1 | -1.7 | 2 | 1 | 3 | 0 | 2 | 3 | 2 | 0
C[N+](C)(C)C[C@H](O)CC(=O)[O-] | 0.0 | -1 | 3 | 4 | 1 | 6 | 3 | 0 | 2
CN(C)CCNc1nc2sc3c(c2c(=O)n1CCc1ccccc1)CCCCC3 | 1.4 | 5 | 6 | 1 | -3 | 3 | 4 | 2 | 2
Nc1ccc(C(=O)OCC(=O)NC2CCS(=O)(=O)C2)cc1[N+](=O)[O-] (stereo not given) | 0.2 | 1 | -7 | -5 | -2 | -4 | -5 | 0 | -6
COc1cc(CCC(=O)OCC(=O)Nc2ccc(F)cc2F)cc(OC)c1OC | -1.7 | -2 | 7 | 4 | -1 | 1 | 0 | -1 | -1
CCC(C)(C)NC(=O)CN(Cc1ccc2c(c1)OCO2)C(=O)CCC(=O)Nc1ccccn1 | 1.8 | 7 | 2 | -1 | 1 | 5 | 4 | 3 | 4
CC(=O)Nc1ccc(S(=O)(=O)N2CCCC3CCCCC32)cc1 (stereo not given) | / | 2 | 0 | 2 | / | -1 | 2 | 11 | 4
CSc1ncccc1C(=O)NCC(c1ccco1)N1CCCCC1 (stereo not given) | / | 1 | 2 | / | / | 2 | / | 8 | /
COCC(CN1CCN(C2=NS(=O)(=O)c3ccccc32)CC1)OC(=O)c1ccc(OC)cc1 (stereo not given) | 1.0 | 0 | 1 | 2 | 0 | 2 | -9 | 6 | 0

Looked up above:
pPAFAH inh with CC12CCC(C(=O)N(CC(O)CN3CCCCC3)C1=O)C2(C)C (stereo not given) → 0
GLD-1 TGE inh with NC(=O)c1sc(-c2ccsc2)cc1NS(=O)(=O)c1ccc(C(F)(F)F)cc1 → 4

Next section:
SMILES | MEX-5 binding | AHR act | pPAFAH inh | BCLXL inh | Fam108B counter | GLD-1 TGE inh | PME-1 primary | PAFAH1B2 inh | MCL1-BIM inh
O=C1c2ccccc2C(Nc2ccc3c(c2)OCO3)N1Cc1ccc2c(c1)OCO2 (stereo not given) | -2.0 | 14 | 10 | 11 | 5 | 5 | 3 | 3 | 17
NC(=S)Nc1cccc2[nH]ccc12 | -2.4 | 9 | 3 | 5 | -1 | 6 | 2 | -1 | 10
O=C(CC1(O)C(=O)Nc2ccccc21)c1ccc(-n2cnnn2)cc1 (stereo not given) | -2.4 | 2 | 5 | 1 | 0 | 7 | -2 | 5 | 1
COc1ccccc1NS(=O)(=O)c1ccc(C(=O)Nc2ncccc2O)cc1 | / | 6 | 3 | 8 | / | 1 | 6 | 6 | 15
C/C(=N\NC(=O)CCc1ccc(S(=O)(=O)N2CCOCC2)cc1)c1ccccc1Cl | -1.0 | 2 | -1 | -6 | 4 | -4 | 1 | 4 | -1
CC(=O)c1ccc(N2CCN(C(=O)/C=C/c3ccc4ccccc4n3)CC2)cc1 | -0.9 | 6 | 9 | 2 | 1 | -3 | -1 | 0 | 0
COC(=O)c1[nH]c2ccc(Cl)cc2c1NC(=O)CCN1CCOCC1 | -3.1 | 14 | 5 | -2 | 2 | -6 | -6 | -2 | -15
O=C(O)C1CCN(C(=O)COc2ccc3c(c2)oc(=O)c2ccccc23)CC1 | 1.0 | 0 | 3 | -1 | -1 | 6 | 0 | 4 | -2
Cc1oc(-c2cc(Cl)cc(Cl)c2)cc1C(=O)NCCc1ccccc1 | 0.9 | 14 | -7 | 0 | -27 | 3 | -31 | -10 | -2
Cc1ccc(C(=O)N(CN2CCCC2=O)c2ccccc2)cc1 | -1.9 | 2 | 16 | 4 | 7 | 8 | -5 | 1 | -2
CCNC(=S)N/N=C(\C)c1cccc([N+](=O)[O-])c1 | -0.9 | 0 | 4 | 7 | -2 | 3 | 4 | -7 | 15
CCCCCCCCC(NC(=O)c1ccc(C#N)cc1)C(=O)NCCC (stereo not given) | / | 1 | 6 | 3 | / | 0 | 2 | -1 | 8
COc1ccc(/C=N/NC(=O)C(=O)N2CCCC2)cc1OC | -5.4 | 5 | 5 | 3 | -2 | -4 | -1 | -3 | 10
COc1ccc(NC(=O)Nc2cccc3c2O[C@H](CN(C)S(=O)(=O)c2ccc(F)cc2)[C@@H](C)CN([C@H](C)CO)C3=O)cc1 | / | 3 | 0 | / | / | 4 | / | 6 | /
CCOC(=O)c1c(-c2ccccc2)csc1NC(=O)C1CCCO1 (stereo not given) | -1.7 | 4 | 1 | 10 | -3 | 6 | -9 | -7 | 18
CC(=O)c1c(C)[nH]c(C(=O)OCC(=O)Nc2cccc(S(=O)(=O)N3CCCC3)c2)c1C | / | 10 | -9 | 9 | -6 | -11 | -11 | -6 | -2
CCOC(=O)c1c(NC(=O)CSc2nnnn2C)sc(CC)c1C | -0.6 | -1 | 3 | 7 | -3 | 2 | 3 | 7 | 12
COC(=O)/C(C#N)=C/c1c(Oc2cccc(C)c2)nc2ccccn2c1=O | -5.7 | 1 | 9 | 5 | 2 | -2 | -1 | 6 | 4
COCCCN1C(=O)c2ccc(C(=O)OCC(=O)NCc3ccccc3OC)cc2C1=O | -2.0 | -1 | 21 | -7 | 5 | 7 | 10 | 1 | -13
C[C@]12CCC(=O)C=C1CC[C@@H]1[C@@H]2[C@@H](O)C[C@@]2(C)[C@H]1CC[C@]2(O)C(=O)CO | 3.4 | 14&7 | 0&-2 | 1 | 0 | 3&1 | 3 | 3&8 | 1
CCOCCCNC(=O)c1ccc2c(c1)N=C(CC)c1cc(Br)ccc1S2 | -1.3 | 9 | 1 | 4 | -5 | 7 | 1 | 3 | 6
CCn1c(SCC(=O)N2c3ccccc3CCc3ccccc32)nnc1-c1ccc(OC)cc1 | 2.0 | 0 | 2 | -1 | 4 | 0 | 1 | 8 | 2
Cc1nn2c(C)c(C(=O)Nc3ccccc3)cnc2c1-c1ccccc1 | 1.5 | -9 | -4 | 2 | -1 | 3 | -6 | 4 | -5
Cc1nc(C(=O)NC2CCCCC2)sc1C1(C)CC(c2cccnc2)=NO1 (stereo not given) | 2.0 | 0 | 8 | -1 | -5 | -8 | 2 | / | 0
COc1ccc(OC)c(N/C(=N/C(=S)Nc2ccccc2)Nc2nc(C)cc(C)n2)c1 | -3.1 | 12 | 15 | 1 | -1 | 3 | 0 | / | 7
CNC[C@H]1Oc2c(NS(=O)(=O)c3ccccc3)cccc2C(=O)N([C@H](C)CO)C[C@@H]1C | / | 1 | 3 | / | / | 4 | / | 0 | /
CC1Cc2ccccc2N1C(=O)Cn1cnc2ccccc2c1=O (stereo not given) | 3.0 | 3 | -3 | 2 | 2 | 10 | -2 | 2 | 2
COc1ccccc1CN(C)C(=O)c1cc(-c2cc(OC)c(OC)c(OC)c2)nc2ccccc12 | 0.6 | 32 | 0 | 1 | -2 | -6 | 10 | 4 | -2
CCOCCCNC(=O)CCC(=O)NNc1nc2ccccc2c2nc(C)nn12 | -39* | -1 | -5 | -5 | -3 | 3 | 1 | 2 | 5
CSc1ccc(/C=N/NC(=O)C[n+]2ccccc2)cc1 | 2.8 | 0 | 2 | 3 | 0 | 6 | -3 | 4 | -7
COc1ccccc1-c1cc(C(=O)Nc2cc(C)nn2-c2ccccc2)no1 | -0.7 | 1 | -2 | -10 | 3 | 1 | -2 | 6 | -17
CCCCN(C(=O)c1cnccn1)c1c(N)n(CCC)c(=O)[nH]c1=O | / | 0 | -3 | / | / | 16 | / | 6 | /
O=C(O)c1ccc(N/N=C/c2cccc3nccnc23)cc1 | -0.4 | 9 | 2 | 7 | -3 | 1 | 0 | 1 | -2
COCCn1c(C)cc(C(=O)COC(=O)c2ccc(N3CCCC3=O)cc2)c1C | -1.9 | 0 | -1 | 1 | -2 | 2 | -3 | -1 | 4
Cc1nc(C(=O)Nc2ccc(Cl)cc2)sc1C1(C)CC(c2ccccc2)=NO1 (stereo not given) | 1.4 | 6 | -1 | 4 | -13 | 9 | -15 | 1 | -1
Cc1cc(=O)oc2cc3c(cc12)OCCO3 | -0.4 | 4 | 0 | 6 | -4 | -1 | 0 | 3 | -3
CC12COC3(P(=O)(c4ccccc4)c4ccccc4)CC1CCC23CP(=O)(c1ccccc1)c1ccccc1 (stereo not given) | 0.3 | 17 | 3 | -1 | -1 | 5 | 1 | -1 | -8
COc1ccc(C(=O)NCC(c2ccc(F)cc2)N2CCOCC2)cc1S(=O)(=O)N1CCCC1 (stereo not given) | -3.6 | 1 | 3 | 2 | -5 | 1 | 4 | 1 | -3
CC(=O)c1c(N2CCN(Cc3ccccc3)CC2)nc(=S)n(Cc2ccccc2)c1C | 1.2 | 1 | 0 | 21 | -4 | 9 | 0 | -1 | 20
O=C(COC(=O)c1ccccc1C(=O)c1ccc(Cl)cc1)NCc1ccccc1 | 0.0 | 1 | 4 | -2 | -4 | -11 | 12 | 4 | -8
Oc1cccc2ccc[n+](CC(O)Cn3c4ccccc4c4ccccc43)c12 (stereo not given) | 1.4 | 2 | 10 | 1 | 4 | 6 | -1 | 3 | 11
Cc1ccc(C(=O)Nc2cccc(C(=O)NCc3ccccc3)c2)o1 | -0.6 | 2 | 3 | 0 | 1 | -3 | -5 | 7 | 4
COC(=O)c1c(NC(C)=O)sc(C(=O)Nc2ccccc2OC)c1C | -0.6 | 47* | -6 | -1 | 0 | -9 | -4 | 6 | -1
CC(C)c1ccc(N=C2NN=C(c3cccs3)CS2)cc1 | -1.1 | 18 | -3 | -13 | -1 | -3 | 2 | 1 | -19

A portion of the library. The share of hits here may be higher or lower than overall.
